EBI2 antag – antagonists of human EBI2 receptor; AID 651636; EBI2 beta-arrestin recruitment, luminescence, 7a,25-OHC stimulated; 360,000 tested, 0.81% active; inhibition, % at 5 µM; in the data active = inhibition above about 38%;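 note: enzyme fragment complementation signal reports receptor beta-arrestin coupling in cells; 0% = agonist plus DMSO wells and 100% = wells without agonist; some results beyond the cut were filed as inactive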
CXCR6 block – inhibitors of human CXCR6 receptor. O00574. CHO-K1 PathHunter CXCR6 beta-arrestin, luminescence. inhibition, % at 20 µM. 360,000 tested, 0.36% active; in the data active = inhibition above about 34%, passing the limit was not always enough;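 note: antagonist mode with CXCL16 agonist at 10 nM final; 0% = 10 nM CXCL16 with DMSO and 100% = unstimulated wells without agonist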
Target sequence (O00574 whole entry, looked up): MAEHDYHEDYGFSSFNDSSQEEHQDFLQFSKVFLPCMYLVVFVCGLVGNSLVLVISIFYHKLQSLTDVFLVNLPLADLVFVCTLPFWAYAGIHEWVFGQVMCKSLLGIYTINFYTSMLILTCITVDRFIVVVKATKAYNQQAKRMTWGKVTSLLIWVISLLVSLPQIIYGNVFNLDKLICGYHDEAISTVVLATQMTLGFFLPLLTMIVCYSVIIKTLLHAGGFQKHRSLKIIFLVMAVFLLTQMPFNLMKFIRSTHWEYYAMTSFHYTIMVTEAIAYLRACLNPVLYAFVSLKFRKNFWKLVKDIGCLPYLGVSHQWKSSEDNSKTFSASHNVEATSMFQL
CCR6 antag – antagonists of human CCR6 receptor; CHO-K1 CCR6 PathHunter beta-arrestin, luminescence, CCL20-stimulated; inhibition, % at 20 µM; P51684; AID 493098; 340,000 tested, 0.49% active;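 active = compounds whose inhibition of the agonist-driven luminescence signal at 20 µM reaches about 50%, limit read from the data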;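 note: cells stimulated with CCL20 at 14 nM final; plate controls were DMSO with CCL20 for no effect and DMSO without agonist for full effect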
tim23-1 inh – growth inhibitors of tim23-1 mutant yeast. inhibition, % at 20 µM. S. cerevisiae tim23-1 growth, BacTiter-Glo luminescence, 24 h. 330,000 tested, 1.3% active;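 active = growth inhibition of the mutant yeast at or above 50%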;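 note: temperature-sensitive mutant grown at 25 °C; plate controls were DMSO-treated mutant yeast for no effect and medium wells lacking yeast for full effect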
Mdm2-MdmX inh – human Mdm2/MdmX binding inhibition | inhibition, % at 8 µM | AID 485346 | O15151+Q00987 | SaOS-2 split-luciferase Mdm2/MdmX complementation, luminescence | 330,000 tested, 3% active;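 active = inhibition of at least 50% at 8 µM in the primary screen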
XBP1 UPR activ – adaptive UPR (XBP1) activation; CHO-XBP1 luciferase reporter, IRE1-XBP1 UPR activation, luminescence; percent of tunicamycin response, DMSO as zero; activation, % at 20 µM; 330,000 tested, 0.33% active;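 active = versus positive control, 20 µM dose yields 30% or more activation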;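 note: 100% = tunicamycin at 10 µg/mL and 0% = DMSO only wells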
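Test system: CHO-XBP1 luciferase reporter cells | Buffer or medium: Serum-containing F12 medium, 10% FBS | Schedule: 6 h compound exposure at 37 °C, 5% CO2 | Detection: Steady-Glo luciferase glow luminescence, 10 min after reagent addition | Read-out basis: Activation, % of tunicamycin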
APJ agonist – activates the human apelin receptor APJ; CHO-K1 APJ PathHunter beta-arrestin, luminescence; 0% DMSO wells, 100% apelin; activation, % at 20 µM; 330,000 tested, 0.11% active; AID 2520;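 active = activation more than six SD over the plate average, tested at 20 µM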;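 note: 0% = DMSO alone and 100% = apelin-13 at 10 nM; some results filed as inactive read as strong as hits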
Target sequence (P35414 whole entry, looked up): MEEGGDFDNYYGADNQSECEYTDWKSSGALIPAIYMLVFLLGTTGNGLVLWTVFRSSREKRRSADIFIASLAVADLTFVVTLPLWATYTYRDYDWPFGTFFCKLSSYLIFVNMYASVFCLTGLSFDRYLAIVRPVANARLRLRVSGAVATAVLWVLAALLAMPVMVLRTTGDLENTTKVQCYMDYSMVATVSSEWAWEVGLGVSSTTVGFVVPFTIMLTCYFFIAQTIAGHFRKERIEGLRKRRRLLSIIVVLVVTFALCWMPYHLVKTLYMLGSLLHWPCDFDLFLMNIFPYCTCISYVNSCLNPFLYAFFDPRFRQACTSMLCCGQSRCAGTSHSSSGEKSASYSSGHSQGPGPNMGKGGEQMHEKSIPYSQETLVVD
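Test system: CHO-K1 APJ beta-arrestin complementation cell line. Amount: cell density 1000 per well. Controls: DMSO negative, 10 nM Apelin-13 positive. Signal: luminescent beta-gal fragment complementation, chemiluminescent substrate. Read-out basis: agonist-driven arrestin binding to APJ. Timing: compound stimulation 90 min at 25 °C, detection 60 min.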
APJ antag – blocks the human apelin receptor APJ | 330,000 tested, 0.32% active | AID 2521 | P35414 | CHO-K1 APJ beta-arrestin complementation, luminescence | inhibition, % at 20 µM;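 active = inhibition above about 40% at 20 µM, limit read from the data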;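 note: cells challenged with 10 nM apelin-13 agonist together with compound; plate controls were apelin-13 plus DMSO wells for no effect and DMSO wells lacking apelin-13 for full effect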
CHOP UPR activ – activators of apoptotic arm of unfolded protein response (CHOP). AID 449763. CHO-CHOP luciferase reporter, UPR activation, luminescence; percent of tunicamycin response over DMSO baseline. 330,000 tested, 0.34% active. activation, % at 10 µM;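 active = at 10 µM dose, activation of 40% or more, normalized to positive control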;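 note: 100% = tunicamycin at 10 µg/mL and 0% = DMSO alone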
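Assay system: CHO cells with stable CHOP pathway luciferase reporter; Buffer or medium: F12 plus 10% serum; Times: 16-18 h cell attachment, then 6 h compound exposure, 37 °C; Signal: luciferase luminescence; Read-out basis: percent activation relative to tunicamycin control; Control set: tunicamycin high control, DMSO low control.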
An asterisk follows results filed as active. The list is partial, so the mix of outcomes need not match the whole.

1. CCOC(=O)c1sc2nc(C)n(CC(=O)NCC3CCCO3)c(=O)c2c1C (configuration not stated)
2. Cc1cccc(N2CCN(C(=O)Cn3c(=O)[nH]c4ccsc4c3=O)CC2C)c1 (configuration not stated)
3. CCOc1ccc(C2C(C(=O)c3ccco3)=C(O)C(=O)N2CCN2CCOCC2)cc1 (configuration not stated)
4. COC(=O)c1sccc1NC(=O)COc1ccc(F)cc1Cl
5. CCN1CCCC1CNC(=O)c1cc2c(-c3ccc(Cl)cc3)nn(C)c2s1 (configuration not stated)
6. CCCCC(=O)OCC(=O)Nc1cccc(S(=O)(=O)NC2=NCCCCC2)c1
7. COc1ccc(NC(=O)/C(C#N)=C\c2ccc(N3CCOCC3)o2)cc1
8. COc1ccc(OC)c(C2Nc3ccccc3NC3=C2C(=O)CC(C)(C)C3)c1 (configuration not stated)
assay / compound	1	2	3	4	5	6	7	8
EBI2 antag	3	-21	1	7	-2	5	26	1
CXCR6 block	2	-3	0	-6	4	3	16	1
CCR6 antag	7	3	10	-3	8	-14	28	11
tim23-1 inh	10	4	2	-3	23	12	19	2
Mdm2-MdmX inh	25	-3	18	2	65*	-17	24	11
XBP1 UPR activ	-1	-2	0	1	3	-1	0	-1
APJ agonist	4	-4	1	2	1	-3	-3	2
APJ antag	8	21	10	6	9	1	11	-26
CHOP UPR activ	-1.0	0.2	4.5	4.6	-0.1	-2.0	2.4	-1.4

9. O=C(Oc1cccc([N+](=O)[O-])c1)C1CCN(C(=O)c2ccc(F)cc2)CC1
10. CC(C)CC(C(=O)Nc1oc(-c2ccco2)c(-c2ccco2)c1C#N)N1C(=O)c2ccccc2C1=O (configuration not stated)
11. COc1ccccc1-c1cc(-c2ccccc2)nc(SCC(=O)O)c1C#N
12. CCN1CCc2c(sc(NC(=O)C3CCCCC3)c2C(=O)OC)C1
13. CC(Sc1nnc(-c2ccccc2)c(-c2ccccc2)n1)C(=O)N1CCc2ccccc21 (configuration not stated)
14. O=C(NC(=S)Nc1ccc(NC(=O)c2cccs2)cc1)c1ccco1
15. CC(=O)N1CCN(C(=O)c2ccc(NS(=O)(=O)c3cc(C)ccc3C)cc2)CC1
16. COc1ccc(CNC(=O)C(C)Sc2ccc(C)cc2)cc1 (configuration not stated)
assay / compound	9	10	11	12	13	14	15	16
EBI2 antag	-1	-7	2	-5	11	-1	-5	18
CXCR6 block	4	2	3	3	6	9	2	3
CCR6 antag	14	12	13	19	24	29	-11	1
tim23-1 inh	20	-8	7	0	13	46	-1	12
Mdm2-MdmX inh	-14	8	6	19	9	-29	22	-3
XBP1 UPR activ	-4	0	-2	9	-5	0	2	-4
APJ agonist	0	0	-5	-2	-2	-3	-2	-1
APJ antag	2	12	-1	5	16	-6	0	-11
CHOP UPR activ	0.3	-1.2	-1.6	-1.7	0.3	3.2	0.9	-2.3

17. COc1ccc(CCNC(=O)c2ccc(C)s2)cc1OC
18. O=C(CN1CCOCC1)OCCCC1CCCCC1
19. CCC(Nc1ccc(OC)cc1)C(=O)N/N=C/c1ccc([N+](=O)[O-])cc1 (configuration not stated)
20. CCc1cccc(CC)c1NC(=O)COC(=O)c1ccc(F)c(S(=O)(=O)N(CC)CC)c1
21. COc1cccc(N(Cc2nnc3n2CCCCC3)C(=O)Nc2ccccc2F)c1
22. CCOc1ccc(-c2c(C(=O)N/N=C/c3ccco3)nnn2-c2nonc2N)cc1
23. Cc1c(Cl)cccc1NC(=O)CN1CCC(C(O)(c2ccccc2)c2ccccc2)CC1
24. Cc1cccc(C(=O)Nc2ccc(C(=O)N3CCCCC3C)cc2)c1 (configuration not stated)
assay / compound	17	18	19	20	21	22	23	24
EBI2 antag	6	-1	9	-4	-11	6	38*	-3
CXCR6 block	1	-6	-5	10	-3	-10	6	-3
CCR6 antag	5	6	-1	22	8	5	-26	-2
tim23-1 inh	9	6	-7	-4	13	-16	11	21
Mdm2-MdmX inh	-9	-10	11	24	10	5	34	26
XBP1 UPR activ	3	0	2	-3	-1	-5	-2	-2
APJ agonist	-3	-2	-3	-2	2	4	-5	5
APJ antag	0	3	-7	12	3	-16	-15	0
CHOP UPR activ	1.9	2.0	2.2	0.4	0.2	-1.6	0.5	0.8

25. CCOC(=O)C(NS(=O)(=O)c1ccccc1)(C(F)(F)F)P(=O)(OC(C)C)OC(C)C (configuration not stated)
26. Cc1ccc(S(=O)(=O)N2CCOCC2)cc1C(=O)Nc1cccc(C(=O)NC2CC2)c1
27. O=C(NCCc1ccccn1)c1ccc(OC2CCN(Cc3ccccn3)CC2)cc1
28. COc1cccc(C(=O)N2CCN(C(=O)C3CCCO3)CC2)c1 (configuration not stated)
29. Cc1cc(C(=O)OCC(=O)NC2CCCC2)c2ccccc2n1
30. Cc1csc(=NC(=O)c2ccccc2)n1Cc1ccco1
31. COc1ccc(Cc2nnc(SCC(=O)N3CCCC3)o2)cc1
32. CCOC(=O)c1sc(=NC(=O)c2ccc(OC)c(OC)c2)n(C)c1C
assay / compound	25	26	27	28	29	30	31	32
EBI2 antag	-1	4	5	4	1	10	-15	7
CXCR6 block	-13	1	-19	-3	-10	4	-3	-4
CCR6 antag	5	2	-7	4	-8	-17	-3	-9
tim23-1 inh	13	1	-1	-9	18	31	0	7
Mdm2-MdmX inh	12	6	10	26	6	-4	-13	17
XBP1 UPR activ	-2	0	-2	-1	-1	-5	-3	2
APJ agonist	-1	2	-1	-5	-2	0	-2	2
APJ antag	6	7	-66	-9	4	9	-5	-25
CHOP UPR activ	-0.6	-0.3	-0.2	-3.1	0.7	0.6	-0.6	2.1

33. O=C1C2ON(c3ccccc3)C(c3ccncc3)C2C(=O)N1c1ccc(Br)cc1 (configuration not stated)
34. CCOC(=O)C(C)N1C(=O)S/C(=C/c2cc(C)n(-c3ccccn3)c2C)C1=O (configuration not stated)
35. Cc1cc([N+](=O)[O-])ccc1N1C(=O)c2ccc(C(=O)Nc3ccccc3C(=O)O)cc2C1=O
36. O=C(N1CCN(c2ccccn2)CC1)C(Cl)(Cl)Cl
37. CCOc1ccc(-n2cnnn2)cc1S(=O)(=O)NCCc1ccc(OC)c(OC)c1
38. COc1ccc(CCNC(=O)c2cc3sc(Cl)cc3n2C)cc1OC
39. COc1cc(-n2nnnc2SC)c(OC)cc1Cl
40. Brc1ccc2c(c1)OCCOCCOc1cc(Br)ccc1OCCOCCOCCO2
assay / compound	33	34	35	36	37	38	39	40
EBI2 antag	-24	4	4	-10	-3	8	-8	26
CXCR6 block	3	-6	1	-6	0	-8	-6	3
CCR6 antag	-9	-14	5	14	15	4	-9	17
tim23-1 inh	1	19	23	15	6	28	13	62*
Mdm2-MdmX inh	20	17	-16	-13	5	0	21	74*
XBP1 UPR activ	2	2	3	-1	-3	-3	-2	0
APJ agonist	-1	6	-7	-1	1	-1	-2	5
APJ antag	-9	-13	20	-9	8	11	-11	3
CHOP UPR activ	-2.0	6.6	-0.3	2.0	-0.7	14	-1.6	6.6

3 compounds already listed, sorted by heavy-atom count, rising:
36. O=C(N1CCN(c2ccccn2)CC1)C(Cl)(Cl)Cl
33. O=C1C2ON(c3ccccc3)C(c3ccncc3)C2C(=O)N1c1ccc(Br)cc1 (configuration not stated)
40. Brc1ccc2c(c1)OCCOCCOc1cc(Br)ccc1OCCOCCOCCO2
assay / compound	36	33	40
EBI2 antag	-10	-24	26
CXCR6 block	-6	3	3
CCR6 antag	14	-9	17
tim23-1 inh	15	1	62*
Mdm2-MdmX inh	-13	20	74*
XBP1 UPR activ	-1	2	0
APJ agonist	-1	-1	5
APJ antag	-9	-9	3
CHOP UPR activ	2.0	-2.0	6.6

Later entries:
41. Cn1nnnc1SCCNCc1ccccc1OCc1ccc(F)cc1
42. COC(=O)c1cc(C(=O)c2cc(Br)ccc2O)coc1=N
43. CCC(C)NC(=O)CNC(=O)c1nn(-c2ccc(OC)c(Cl)c2)c(=O)c2ccccc12 (configuration not stated)
44. CCCCNC(=S)NCCN1CCCCC1
45. COc1ccc(CCNC(=O)c2cc(S(=O)(=O)N3CCCCC3)c[nH]2)cc1OC
46. O=C(c1cc2ccccc2o1)N1CCN(c2cccc(Cl)c2)CC1
47. O=C(O)CCCCCNC(=O)c1ccccc1Br
48. COc1ccc(S(=O)(=O)NC(C)C(=O)Nc2ccccc2F)cc1 (configuration not stated)
49. Cc1nc2sccn2c1-c1csc(NCc2ccccc2)n1
50. COc1ccc(COCC(O)CN2CCN(S(=O)(=O)c3ccc(C(C)C)cc3)CC2)cc1 (configuration not stated)
51. Cc1cc(OCC(=O)c2cccc(C(F)(F)F)c2)n2cnnc2n1
assay / compound	41	42	43	44	45	46	47	48	49	50	51
EBI2 antag	7	-9	14	3	-5	54*	3	-2	12	16	-7
CXCR6 block	5	-2	6	-4	4	6	-2	1	-3	6	-3
CCR6 antag	-6	11	13	-4	0	22	5	8	7	4	2
tim23-1 inh	5	17	17	12	-1	-5	-11	17	29	35	6
Mdm2-MdmX inh	-18	-3	5	8	19	9	5	6	14	17	3
XBP1 UPR activ	-3	-1	-4	-1	-4	-3	-3	5	-4	-4	1
APJ agonist	-1	4	-5	-6	7	0	1	-6	2	-3	-3
APJ antag	-4	-7	11	11	-4	2	10	-9	14	0	-6
CHOP UPR activ	1.8	-0.5	1.2	-0.6	-1.6	0.7	-1.4	0.3	8.2	0.0	2.0

Screening results as filed in PubChem BioAssay.
